Source: PubChem
ASM inhibitor = human S-ASM enzyme inhibition; placental ASM, HMU-PC fluorogenic substrate, 60 min; AID 504937; Potency, µM (series often up to 57.5 µM), without a hit: top-dose activity change, negative = inhibition, actives largely listed as inhibitors; P17405; 340,000 tested, 0.006% active; also: potency is read from the fitted curve at half-maximal effect
Target sequence (P17405 47-631 limits assumed): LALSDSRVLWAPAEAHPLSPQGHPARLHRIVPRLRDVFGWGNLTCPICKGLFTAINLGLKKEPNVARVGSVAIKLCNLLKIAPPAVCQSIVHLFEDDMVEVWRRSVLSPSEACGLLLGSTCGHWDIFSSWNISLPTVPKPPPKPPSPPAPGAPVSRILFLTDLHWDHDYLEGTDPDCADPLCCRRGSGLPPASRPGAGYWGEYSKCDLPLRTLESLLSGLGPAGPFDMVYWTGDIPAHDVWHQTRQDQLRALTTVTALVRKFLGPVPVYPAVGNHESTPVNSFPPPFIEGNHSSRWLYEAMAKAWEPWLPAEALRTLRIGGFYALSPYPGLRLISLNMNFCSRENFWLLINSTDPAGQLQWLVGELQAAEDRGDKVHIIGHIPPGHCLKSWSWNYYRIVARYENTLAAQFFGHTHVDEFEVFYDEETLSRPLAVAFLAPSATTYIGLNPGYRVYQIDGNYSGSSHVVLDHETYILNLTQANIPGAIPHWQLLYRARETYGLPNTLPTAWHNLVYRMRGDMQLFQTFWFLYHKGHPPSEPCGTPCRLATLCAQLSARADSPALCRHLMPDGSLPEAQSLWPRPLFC
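HMU-PC0 cleavage (9 uM final) by human placental ASM, 60 min at 37 °C following 10 min compound exposure at RT; stopped at pH 10, fluorescence Ex 386/Em 447 nm.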
KCNH2 3.1 inh = KCNH2 3.1 (human) potassium channel inhibition; activity change, % (tested at about 1.8 µM); U2OS KCNH2 3.1, thallium flux FluxOr; active compounds read low; 340,000 tested, 0.95% active; AID 720553;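 active = maximum activity change below -70%; inconclusive = maximum activity change from -70% to -50%; inactive = maximum activity change above -50%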;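 also: thallium influx rate constant from kinetic fluorescence after stimulation buffer; % is scaled to controls: 0 for no effect and ±100 for the full control effect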
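Thallium flux read-out: FluxOr dye with Red40 quencher in HBSS/HEPES, 45 min at RT. Rate constants from kinetic reads were normalized to positive and negative DMSO controls. Cells: U2OS virally expressing the 3.1 isoform.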
TRPV1 agonist = activates the human vanilloid receptor TRPV1 | Q8NER1 | AID 540275 | 320,000 tested, 0.19% active | TRPV1-expressing cells, Fluo-8 calcium influx, agonist mode | activation, % at 8.33 µM; in the data active = activation above about 80%; inconclusive = between about 30% and that limit; also: 0% is about no effect
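Fluo-8 calcium influx in TRPV1-expressing cells, kinetic read (ex 480/em 520 nm). Compound added and read 3 min for agonist activity, followed by capsaicin at EC20 final and 2 min further read for enhancement.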
MLL CXXC-DNA inh = inhibitors of human MLL CXXC domain-DNA interaction. Q03164. MLL-CXXC / FITC-HOXA9 DNA fluorescence polarization. Potency, µM (series often up to 115 µM), inactives show top-dose activity change, negative = inhibition, hits mostly inhibitors. 290,000 tested, 0.037% active. AID 2662; active = well fitted inhibition curve with a large enough effect in the polarisation, with a control signal flat, not every such curve was filed as active; inconclusive = small, poorly fitted or top-dose-only effect, or effect the other way, or a change in a side signal; inactive = no such curve, though single readings can be large or run the other way; the % refers to the polarisation; also: potency is read from the fitted curve at half-maximal effect
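Fluorescence polarization: 7 uM MLL-CXXC (stock) preincubated 5 min with compounds, then 50 nM fluorescein-HOX-A9 DNA (stock) added; 30 min ambient. Buffer 50 mM Tris-HCl pH 7.5, 50 mM NaCl, 1 mM DTT, 0.05% BSA.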
A-T KAP1 phos = candidate therapy for ataxia-telangiectasia; […] A-T fibroblasts, KAP-1 phosphorylation AlphaLISA; neocarzinostatin DNA damage 30 min before lysis; Potency, µM (titrated, usually from 57.5 µM), for the others: at the highest dose activation, actives largely listed as activators; 320,000 tested, 0.19% active; AID 485349; also: potency is read from the fitted curve at half-maximal effect; % of control where 0% means no effect; nearly all actives have a fitted effect of over 45% in size
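ATM-like activity read as KAP-1 phosphorylation via AlphaLISA donor/acceptor antibody pairs after lysis and 6 hr at 25C. Cells were ATM-null patient fibroblasts ([…], hTERT), dosed 60 min, then exposed to the DSB inducer NCS for 30 min.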
hERG WT inh = blocks the wildtype human KCNH2 potassium channel | U2OS, BacMam KCNH2, thallium flux FluxOr; active compounds read low | activity change, % at 1.84 µM | 340,000 tested, 0.37% active;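 active = maximum activity change below -70%; inconclusive = maximum activity change between -70% and -50%; inactive = maximum activity change above -50%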; also: % is scaled to controls: 0 for no effect and ±100 for the full control effect
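U2OS cells were transduced with wild-type KCNH2 virus (2.03 x 10^8 / mL) for 4 h at room temperature, then cultured overnight at 37 C. Thallium flux was read with FluxOr dye. Rate constants were normalized to DMSO controls.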
Integrin act MD = activates integrin-mediated alleviation for muscular dystrophy; alpha7betagal myoblasts, beta-gal FDG fluorescence, 48 h; Potency, µM (titrated, usually from 38.3 µM), for inactives: top-dose activation, hits mostly activators; 350,000 tested, 0.064% active; AID 624291;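 also: potency is read from the fitted curve at half-maximal effect; 100% = response of the positive control SU9516; nearly all actives have a fitted effect of over 60% in size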
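alpha7betagal+/- myoblasts (passage 13, 250/well) treated 48 h at 37C with compounds at 1:260 dilution of DMSO stock. Lysed, then beta-galactosidase activity read as FDG fluorescence (ex 480/em 540) after 30 min, with pre-read for autofluorescence.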
Coupling enz = coupling enzyme interference in Giardia aldolase counter-screen | activity change, negative = inhibition, % at 58.2 µM, hits read low | 290,000 tested, 0.67% active | coupling enzyme system counterscreen, AmpLite Red fluorescence; in the data active = activity change below about -30%; also: % is scaled to controls: 0 for no effect and ±100 for the full control effect
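Coupling enzymes only (glyceraldehyde-3-phosphate) + compound, at 57.5 uM final, 10 min RT; add substrate/coupling/AmpLite Red mix, 20 min RT; fluorescence ex 525/em 598 nm. Actives flag coupling-system interference.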
GALK inh = blocks human galactokinase activity; Potency, µM (top dose mostly 57.5 µM), inactives show at the highest dose activity change, negative = inhibition, actives largely listed as inhibitors; P51570; Purified GALK, Kinase-Glo residual ATP luminescence; 270,000 tested, 0.007% active; AID 1868; also: potency is read from the fitted curve at half-maximal effect; % is scaled to controls: 0 for no effect and ±100 for the full control effect
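Luminescence from leftover ATP (Ultra-Glo luciferase/luciferin) served as read-out after a 1 h room-temperature reaction of 5 nM GALK with 35 uM ATP and 100 uM galactose.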
MBNL1-CUG inh = inhibitors of human MBNL1 binding to CUG repeat RNA; Q9NR56; TR-FRET MBNL1-His/biotin-(CUG)12 binding, 665/545 ratio; Potency, µM (top dose mostly 57.5 µM), for inactives: top-dose activity change, negative = inhibition, actives largely listed as inhibitors; 280,000 tested, 0.036% active; active = well fitted inhibition curve with a large enough effect in the signal ratio, with a control signal flat, not every such curve was filed as active; inconclusive = small, poorly fitted or top-dose-only effect, or effect the other way, or a change in a side signal; inactive = no such curve, though single readings can be large or run the other way; the % refers to the signal ratio; also: potency is read from the fitted curve at half-maximal effect; % is scaled to controls: 0 for no effect and ±100 for the full control effect
Target sequence (Q9NR56 whole entry, looked up): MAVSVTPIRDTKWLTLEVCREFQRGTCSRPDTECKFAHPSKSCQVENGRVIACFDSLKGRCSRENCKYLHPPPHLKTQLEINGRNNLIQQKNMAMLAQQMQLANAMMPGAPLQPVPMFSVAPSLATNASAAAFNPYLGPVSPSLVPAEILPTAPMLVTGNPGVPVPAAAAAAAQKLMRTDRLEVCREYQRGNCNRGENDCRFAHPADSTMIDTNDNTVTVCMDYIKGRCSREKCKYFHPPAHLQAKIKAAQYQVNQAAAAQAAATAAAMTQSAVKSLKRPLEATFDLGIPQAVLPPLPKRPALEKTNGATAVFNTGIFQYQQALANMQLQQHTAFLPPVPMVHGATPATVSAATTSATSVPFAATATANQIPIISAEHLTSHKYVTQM
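His-tagged MBNL1 binding to biotinylated (CUG)12 RNA was measured by TR-FRET using terbium anti-His antibody (0.055 ng/ul final) and streptavidin-XL665 (5 nM final). Compounds were titrated 92 nM to 58 uM; 60 min at room temperature.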
The depositor's hits bear a star; ? = inconclusive; nt = no result given; & = joins results of further samples; [ ] = another dose, or the depositor's remark. Unless noted, calls follow the shape of the dose curve; as a rule, active = well fitted curve in the direction sought with a large enough effect; inconclusive = small, poorly fitted or top-dose-only effect, or another doubt; inactive = no such curve, though single readings can be large; an effect the other way counts as inactive or inconclusive.

SMILES	ASM inhibitor	KCNH2 3.1 inh	TRPV1 agonist	MLL CXXC-DNA inh	A-T KAP1 phos	hERG WT inh	Integrin act MD	Coupling enz	GALK inh	MBNL1-CUG inh
Cc1cc(C)c(NC(=O)CN2C(=O)NC3(CCCCC3)C2=O)c(C)c1	-0.3%	2.0	-0.1	6.9%	-1.0%	-0.7	0.3%	0.9	20.6%	-14.9%
COc1ccc(C[C@H]2CN3C(=NC[C@@H]3Cc3ccc(O)cc3)N2CCNC(=O)c2ccc(C)c(Br)c2)cc1	-14.5%	-0.3	0.7	?	-13.8%	-81.4*	-39.9%	-0.3	5.7%	-7.9%
CSCCC(NC(=O)c1ccccc1Cl)C(=O)NCc1ccncc1 (stereo not drawn)	-0.1%	-22.3	-2.0	nt	-1.4%	5.7	3.2%	nt	nt	nt
Cc1ccc(C2(C)NC(=O)N(CC(=O)NC(=O)NCCC(C)C)C2=O)cc1 (stereo not drawn)	-1.1%	-11.6	0.7	-9.3%	29.3%	-4.2	-11.8%	-1.9	1.6%	-10.3%
CCN(C(=O)COC(=O)c1ccc(COc2ccc3c(C)cc(=O)oc3c2)cc1)C1CCS(=O)(=O)C1 (stereo not drawn)	146.5%[activator]	5.2	-0.3	-1.5%	1.3%	3.8	6.1%	2.7	5.3%	47.9%[activator]
CCCCSCCCNC(=O)C1CCC(CNS(=O)(=O)c2ccccc2)CC1 (stereo not drawn)	0.6%	-3.7	-6.7	0.3%	22.1%	-11.8	?	0.1	1.0%	6.0%
Cc1cccc(Nc2ccccc2C(=O)OCC(=O)N(C)C2CCS(=O)(=O)C2)c1C (stereo not drawn)	1.9%	-2.2	11.0	-11.6%	0.7%	-1.2	-7.1%	-0.7	3.1%	-7.2%
COc1ccccc1C(=O)N/C(=C\c1ccccc1)C(=O)NCc1ccco1	-3.5%	8.8	-1.2	1.9%	-10.2%	0.0	7.2%	4.0	0.4%	7.6%
Cc1cc(C)c2nc(-c3cccnc3)cc(C(=O)Nc3ccc(S(=O)(=O)Nc4onc(C)c4C)cc3)c2c1	-3.0%	9.1	-1.9	-4.8%	-3.4%	0.0	?	0.6	0.0%	4.8%
OCCC#Cc1ccc(CN2CCN(CCc3ccccc3)C(CCO)C2)cc1 (stereo not drawn)	4.9%	3.9	3.6	1.8%	0.9%	9.1	31.8%	2.2	2.1%	-9.0%
O=C(Nc1nc(-c2ccccc2)c(-c2ccccc2)s1)c1ccc(S(=O)(=O)N2CCCC2)cc1	-3.0%	-2.8	-2.7	31.3%[activator]	2.1%	6.1	6.2%	3.1	0.5%	-2.8%
O=C1c2ccccc2C(O)(c2ccccc2)N1C1CC1 (stereo not drawn)	-1.3%	20.3	7.5	-13.9%	15.4%	21.0	-0.2%	-2.9	-0.6%	-4.9%
O=C(O)C1C2CCC(O2)C1C(=O)Nc1cccc(F)c1 (stereo not drawn)	nt	nt	0.6	-9.8%	nt	nt	nt	0.6	1.4%	-3.6%
CC1=C(C(=O)OCc2ccccc2)C(c2ccccn2)c2c(n(C)c(=O)n(C)c2=O)N1 (stereo not drawn)	16.3%&10.2%	-8.0&-4.7	0.1	-13.4%	-14.5%	-4.1&3.5	-5.4%&-14.8%	-1.5	1.8%	-4.3%
COc1cc(C(=O)NC(=S)Nc2csc(-c3ccc(F)cc3)n2)cc(OC)c1OC	-4.0%	1.9	5.6	0.6%	-6.8%	-0.2	12.8%	0.1	5.4%	-0.2%
COc1ccc(-c2csc(NC(=S)NC(=O)c3ccc4ccccc4c3)n2)cc1OC	-5.5%	-20.4	6.3	11.8%	0.5%	14.9	?	nt	-1.8%	-18.7%
O=C(Cc1ccccc1[N+](=O)[O-])Nc1ccccc1C(=O)N1CCOCC1	-5.3%	-0.4	1.8	-9.9%	-2.3%	-4.7	0.0%	4.5	2.8%	6.4%
Cc1cc(C(=O)COc2ccc(F)cc2Br)c(C)n1C	-3.8%	-4.8	8.7	4.2%	-5.7%	0.3	-2.2%	-4.2	1.4%	1.5%
COc1ccccc1/C=C/C(=O)NCCC1=CCCCC1	-2.8%	1.0	21.8	3.1%	-5.2%	-7.5	14.2%	2.2	-0.1%	3.3%
CC(C)(C)NCC(O)COc1ccccc1C(C)(C)C (stereo not drawn)	-0.4%	-9.7	1.5	-4.8%	3.0%	3.0	-58.3%[inhibitor]	-0.9	1.5%	-4.3%
CSc1ncccc1C(=O)OCC(=O)Nc1cccc(S(=O)(=O)N2CCOCC2)c1	-0.3%	-11.7	nt	nt	nt	4.2	0.0%	nt	nt	nt
COc1ccccc1NC(=O)N1CCN(c2cccc(C(F)(F)F)c2)CC1	-2.7%	5.2	?	-0.1%	-5.3%	0.5	17.1%[7.66 µM]	-1.2	-0.6%	-6.2%
CC(=O)c1c(COC(=O)c2ccc(F)cc2)nc2ccccc2[n+]1[O-]	-1.2%	3.3	nt	1.4%	0.8%	-1.8	-16.1%	0.9	-3.1%	nt
O=C(Nc1cc2c3c(c1)C1CCCC1CN3CC1CCCC21)c1ccccc1 (stereo not drawn)	21.7%	-3.3	?	9.2%	-5.0%	0.1	4.9%	-11.9	-0.8%	?
CC(C)C12CN(C(=O)c3ccccc3[N+](=O)[O-])CC(C(C)C)(CN(C(=O)c3ccccc3[N+](=O)[O-])C1)C2=O	-4.1%	-7.9	1.8	3.0%	-11.5%	-3.8	-3.8%	-2.1	1.9%	?
Nc1ncnc2c1CCC2	2.4%	3.4	0.0	4.1%	2.2%	-0.4	9.9%	0.8	3.8%	9.3%
CCOC(=O)C1CCN(C(=O)CSc2nc3ncccc3[nH]2)CC1	5.2%	13.9	-2.8	-2.4%	2.1%	16.5	-13.8%	-1.8	-1.1%	-1.7%
COc1ccc(-n2nc(C(=O)NCCCN3CCCC3=O)c3c4ccccc4n(C)c3c2=O)cc1Cl	-12.1%	29.1	6.9	2.6%	11.2%	4.5	?	nt	4.7%	12.8%
N#C/C(=C(/O)c1ccccc1F)c1nc2cc(C(F)(F)F)ccc2s1	5.1%	8.8	-0.9	-10.3%	-3.7%	nt	-30.3%	1.6	-2.7%	-0.7%
C/C(=N\NC(=O)c1cccc(S(=O)(=O)N2CCCC2)c1)c1ccncc1	2.1%	8.8	27.4	nt	-1.9%	-8.1	-21.7%	nt	nt	nt
CN1CCN(c2ccc(S(=O)(=O)N3CCCCC3)cc2NC(=O)CSCc2ccccc2)CC1	-0.4%	-3.8	3.1	-4.0%	1.9%	8.2	-35.0%	1.9	2.8%	4.4%
O=C(O)c1ccc(N=NN2CCCC2)cc1	2.1%	-3.6	-4.6	8.3%	0.8%	-8.5	?	2.0	-1.6%	9.1%
CCCNC(=O)c1cc2nc(-c3ccccc3)cc(C(F)(F)F)n2n1	141.3%[activator]	1.8	-2.7	9.9%	1.2%	-0.9	-14.7%	-0.5	0.0%	?
O=C(CCC1CCCCC1)NCCS(=O)(=O)N1CCN(c2ccccc2)CC1	-0.7%	-9.8	6.2	nt	13.3%	7.1	-6.3%	nt	nt	nt
CCOc1ccc(N(CC(=O)N2CCCC2)S(=O)(=O)c2ccc(F)cc2)cc1	1.8%	14.1	22.3	0.3%	9.8%	1.0	0.0%	nt	2.6%	-4.6%
COc1ccc(OCC(=O)O/N=C(\N)Cc2ccc(Cl)cc2)cc1	5.8%	?	26.4	-2.6%	nt	-2.8	10.4%	-1.2	-0.1%	-0.4%
COc1ccc(N(C(=O)c2ccc(S(=O)(=O)N3CCCC3)cc2)C2C=CS(=O)(=O)C2)cc1 (stereo not drawn)	-0.7%	-5.1	2.5	2.9%	4.0%	2.9	-25.2%	-0.8	-0.8%	-2.4%
O=C(C1CCN(S(=O)(=O)c2cccnc2)CC1)N1CCN(c2ccccc2Cl)CC1	-1.6%	-5.0	3.2	-0.3%	nt	19.0	5.6%	0.2	3.3%	0.0%
CCc1c(-c2n[nH]c(=S)n2Cc2ccccc2)csc1C	4.3%	-2.9	18.6	-3.8%	15.0%	-5.3	12.7%	5.6	1.1%	-8.8%
CN(C)CC(O)COc1ccc(-c2ccc(C#N)cc2)cc1 (stereo not drawn)	nt	nt	-1.3	9.2%	0.2%	nt	nt	0.1	0.3%	-9.7%
CCN(CC)S(=O)(=O)c1cc(C(=O)OCC(=O)Nc2ccc(-c3nc4ccc(C)cc4s3)cc2)ccc1F	21.9%	-7.2	0.3	-8.3%	0.1%	-9.5	-6.0%	0.8	nt	32.9%[activator]
